Screening data as filed in PubChem.
phage Ecoli inh: E. coli growth loss with phage present | inhibition, % at 11.9 µM | actives 0.26% (n = 360,000) | growth absorbance; in the data active means inhibition above about 11%
PKA-R1A act: PKA-R1A complex activation | PKA-R1A dissociation, Cy5-IP20 fluorescence polarization; scaled: DMSO 0%, 113 µM cGMP 100% | activation, % at 11.4 µM | actives 0.083% (n = 340,000);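 active means percent activation above the mean of all tested compounds plus 3 SD, cut at about 19% in these data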;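 further: higher means more PKAc released from R1A so a rise in polarization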
SUMO Mot1 rescue: SUMOylation pathway inhibition by Mot1-301 growth rescue | S. cerevisiae Mot1-301 growth rescue, ATP luminescence, 38.5C; percent above DMSO median, 100 means doubled | growth rescue, % at 18.8 µM | actives 1% (n = 320,000) | AID 2716;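 active means every valid replicate shows activation above 250% relative to neutral control wells; inactive means the rest, any valid replicate at or below 250%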;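 further: OY570 slx delta 5 strain wells were the positive control but not used for scaling; some compounds called inactive have numbers as strong as hits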
HTR5A ag: counter-screen for OPRM1-OPRD1 agonists: human HTR5A agonism. P47898. actives 0.61% (n = 340,000). activation, % at 9.3 µM. HTR5A agonist assay, luminescence, cell-based; in the data active means activation mostly above about 9.5%, no sharp cut-off; inactive means mostly below about 7.6%;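 further: 0% = cells with vehicle only and 100% = reference agonist; strong numbers were not always called active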
HTR5A inv ag: HTR5A inverse agonism, opioid heterodimer counter-screen. AID 504634. P47898. actives 0.083% (n = 340,000). inhibition, % at 9.3 µM. HTR5A cell line, luminescence; in the data active means inhibition mostly above about 23%, no sharp cut-off; inactive means mostly below about 18%;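 further: 0% = cells with DMSO and 100% = no-cell wells with DMSO; some compounds called inactive have numbers as strong as hits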
E coli growth: reduces bacterial viability in AddAB counter-screen | actives 0.27% (n = 330,000) | inhibition, % at 11.9 µM | E. coli V3065 growth, OD600 absorbance, 18 h;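 active means inhibition above the campaign's mean inhibition across all tested compounds plus 3 SD, cut at about 9.9% in these data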;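 further: uninfected addAB+ strain grown without phage in ampicillin broth; 0% = DMSO wells and 100% = ciprofloxacin 0.95 µg/ml wells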
CDK5 p35 inh: blocks human CDK5/p35 kinase activity; inhibition, % at 10 µM; actives 0.01% (n = 330,000); Recombinant CDK5/p35, ADP-Glo luminescence, 60 min; Q00535+Q15078;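 active means highest replicate inhibition of at least 50% and at least 75% of replicates reaching 50%; inconclusive means only one of the two criteria met; inactive means both criteria failed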;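 further: plate controls were DMSO neutral control for no effect and GW8510 at 10 µM for full effect; many of its hits are not listed in these tables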
Tat export inh: inhibitors of E. coli Tat protein transport | E. coli MC4100 TorA-mCherry Tat export, fluorescence | inhibition, % at 10 µM | actives 0.036% (n = 340,000) | AID 488895;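 active means mean replicate inhibition at least 50% and at least half of replicates individually reaching 50%; inconclusive means only one of the two criteria met; inactive means neither criterion met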;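 further: exported cargo escapes ClpAP degradation while cytoplasmic cargo is degraded and loses fluorescence; 0% = median of neutral control wells and 100% = median of NaSCN control wells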
AddAB inh: less growth of phage-infected E. coli with AddAB; E. coli expressing H. pylori AddAB, absorbance growth; inhibition, % at 11.9 µM; actives 0.29% (n = 330,000); AID 435030; in the data active means inhibition above about 12%;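 further: 0% = vehicle wells of infected cells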
DAGLB inh: diacylglycerol lipase beta (human) inhibition; Q8NCG7; AID 504411; HEK293T DAGLB membrane lysate, EnzChek fluorogenic substrate; inhibition, % at 5.17 µM; actives 0.059% (n = 340,000); in the data active means inhibition above about 34%;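 further: 0% = enzyme with vehicle and 100% = wells lacking enzyme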
Target sequence (Q8NCG7 whole entry, looked up): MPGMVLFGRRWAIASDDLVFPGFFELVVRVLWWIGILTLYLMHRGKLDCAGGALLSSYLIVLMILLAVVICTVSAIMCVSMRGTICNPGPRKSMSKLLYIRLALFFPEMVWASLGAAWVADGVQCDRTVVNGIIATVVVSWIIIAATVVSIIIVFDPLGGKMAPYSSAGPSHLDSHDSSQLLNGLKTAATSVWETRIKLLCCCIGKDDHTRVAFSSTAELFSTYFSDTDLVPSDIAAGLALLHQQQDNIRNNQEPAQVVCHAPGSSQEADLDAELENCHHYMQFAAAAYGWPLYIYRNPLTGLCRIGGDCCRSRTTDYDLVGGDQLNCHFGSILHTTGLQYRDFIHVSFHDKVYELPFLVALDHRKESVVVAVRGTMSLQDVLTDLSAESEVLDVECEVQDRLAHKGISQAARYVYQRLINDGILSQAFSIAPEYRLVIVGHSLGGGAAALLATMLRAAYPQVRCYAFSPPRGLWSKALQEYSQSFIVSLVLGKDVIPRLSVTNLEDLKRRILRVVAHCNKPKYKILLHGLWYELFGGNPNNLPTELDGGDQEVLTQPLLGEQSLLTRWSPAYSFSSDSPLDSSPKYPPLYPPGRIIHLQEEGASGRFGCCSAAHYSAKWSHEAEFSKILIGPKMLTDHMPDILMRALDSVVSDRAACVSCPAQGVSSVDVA
PKA-R2B activ: activates the human PKA-R2B holoenzyme complex. activation, % at 11.4 µM. P22694+P31323. AID 504700. actives 0.079% (n = 340,000). PKA-R2B holoenzyme dissociation, Cy5-IP20 fluorescence polarization; R2B truncated from residue 108, S112A mutant; 0% DMSO only, 100% 113 µM cGMP;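 active means activation above a cutoff set at the mean over all compounds plus 3 SD, cut at about 18% in these data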;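 further: higher means more holoenzyme dissociation and a rise in polarization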
* = called active by the depositor; ? = inconclusive; · = not tested or not shown.

SMILES | phage Ecoli inh | PKA-R1A act | SUMO Mot1 rescue | HTR5A ag | HTR5A inv ag | E coli growth | CDK5 p35 inh | Tat export inh | AddAB inh | DAGLB inh | PKA-R2B activ
O=C(c1cccs1)N1CCCC(c2nc3c(nnn3Cc3ccccc3)c(=O)[nH]2)C1 (stereo not given) | 2.6 | -15 | 2 | 5 | -14 | -0.9 | 0.0 | 3 | 1.1 | 0 | -4
COc1ccc(N2CCN(S(=O)(=O)c3ccc4c(c3)CC(C)N4C(=O)C3CC3)CC2)cc1 (stereo not given) | -0.6 | -10 | 1 | 1 | -30 | -0.8 | -0.7 | 2 | 3.2 | 1 | -3
Cc1ccc(N(Cc2cc3ccc(C)cc3[nH]c2=O)C(=O)c2ccco2)cc1 | 4.3 | -18 | -7 | 3 | -8 | -1.4 | -0.2 | 2 | -0.8 | 2 | 2
COc1cc(/C=N/n2cnnc2)ccc1OC(=O)c1cccnc1 | 2.2 | -4 | -9 | 4 | -5 | 1.5 | -0.4 | 5 | -0.1 | -4 | -2
CC(C)NC(=O)CSc1nc2ccccc2n1CC(=O)N(C(C)C)C(C)C | 1.7 | -14 | · | · | · | · | -0.1 | 2 | · | -1 | -3
Cn1cccc1CNC(=S)Nc1ccccc1F | 2.2 | 1 | · | 3 | -3 | 2.1 | 0.6 | -7 | 5.3 | 1 | -5
O=C(NCC(=O)N1CC=C(c2ccccc2)CC1)c1ccco1 | 3.0 | -5 | -12 | -6 | 16 | 2.7 | -1.9 | 0 | 0.2 | 0 | 10
Cc1cccc(NC(=O)[C@H](C)NC(=O)[C@@H]2Cc3ccccc3CN2C(=O)OC(C)(C)C)c1 | 1.6 | -2 | -11 | 3 | -13 | 0.3 | -1.6 | 19 | -0.6 | -2 | -5
c1cc2c(cc1-c1[nH]ncc1CN1C[C@H]3CC[C@H]1C3)OCO2 | 2.0 | -12 | -13 | 5 | -14 | -0.7 | 0.1 | 0 | 2.2 | 1 | 5
O=c1[nH]c2ccccc2c2nc3ccccn3c12 | 4.1 | 2 | -30 | -1 | 2 | 1.5 | 6.6 | 1 | 1.9 | -1 | -2
CCOC(=O)CNC(=O)CSc1nc2nc(C)c(Br)cc2[nH]1 | 2.3 | -5 | -14 | 13* | 14 | 2.7 | -1.9 | 6 | 6.0 | -1 | 2
CC(C)(C)c1ccc(-n2nc(C(N)=O)c(O)cc2=O)cc1 | 1.9 | -6 | 220 | 2 | -6 | 1.5 | -0.4 | 1 | 3.5 | 0 | 2
C[n+]1cnn2c1SCC1(COC1)C2 | 1.6 | 7 | 33 | 4 | -9 | -0.1 | -1.1 | 4 | -0.2 | 3 | 5
COc1ccc(C(=O)c2c(C)c3cc(C)ccc3n2CC(O)CN2CCOCC2)cc1 (stereo not given) | 5.0 | -10 | 924* | 0 | 1 | 1.6 | 0.7 | 10 | 0.7 | -1 | 0
OC(CNCc1ccc(-c2ccccc2)cc1)c1ccccc1 (stereo not given) | 0.8 | 4 | -32 | 0 | 0 | -0.6 | -0.3 | 0 | 1.7 | -6 | 0
CCN(Cc1nc2ccccc2c(=O)[nH]1)C(=O)COc1ccccc1-c1ccccc1 | 3.1 | 0 | 18 | 2 | -7 | -0.5 | -1.1 | -3 | 0.3 | 0 | -7
O=C(CN(Cc1ccccc1)C(=O)CCC(=O)Nc1nccs1)NCc1ccccc1 | 2.2 | 4 | -9 | 0 | -6 | 0.8 | 0.4 | -2 | 0.7 | 1 | -12
COc1ccc(Nc2nc(C)cc(C)c2C#N)c(OC)c1 | -1.4 | -6 | -14 | -4 | 13 | -2.8 | -0.2 | -4 | 1.5 | -3 | 11
O=C1CN(C(=O)CN2CCCC2)C(c2ccccc2)c2cc(Br)ccc2N1 (stereo not given) | 2.3 | -9 | 11 | 4 | -11 | -1.3 | 1.2 | 0 | 1.8 | 1 | -9
Cc1csc(C(C)N(C)C(=O)CCc2nnc(CCc3ccccc3)o2)n1 (stereo not given) | 0.4 | -2 | · | 1 | 2 | -0.5 | -0.1 | 2 | 1.3 | 2 | 4
COc1cc(C(=O)NNC(=O)C2CSC3(C)CCC(=O)N23)cc(OC)c1OC (stereo not given) | 0.5 | 0 | -13 | 6 | -4 | -1.1 | 1.8 | 2 | -0.3 | 2 | 0
Cc1c(C(=O)N(Cc2ccccc2)Cc2cccs2)cnn1-c1ccc(Cl)cc1 | 3.5 | · | 3 | · | · | 4.1 | 0.8 | -1 | 0.9 | · | ·
CCCCn1c(N)c(N(CCC(C)C)C(=O)COC(=O)Cc2ccc(Cl)cc2)c(=O)[nH]c1=O | 1.8 | 1 | · | 1 | -6 | · | -1.6 | -3 | · | 4 | -5
Cc1ccccc1C(=O)NCC(=O)NC1CC1 | -0.2 | 2 | 121 | -6 | 16 | -0.3 | -0.6 | 1 | -0.5 | -1 | -2
COc1cccc(OC)c1C(=O)Nc1ccc(C(=O)c2ccncc2)cc1 | 2.7 | 6 | 0 | 5 | -14 | -0.9 | -0.2 | -1 | 1.8 | 1 | 0

(cont.)
SMILES | phage Ecoli inh | PKA-R1A act | SUMO Mot1 rescue | HTR5A ag | HTR5A inv ag | E coli growth | CDK5 p35 inh | Tat export inh | AddAB inh | DAGLB inh | PKA-R2B activ
CCCCCCN1Cc2ccccc2C1 | 4.5 | -13 | 4 | 4 | 17 | -1.1 | -0.6 | 2 | 3.3 | 0 | 3
O=C(NCc1n[nH]c(=S)n1-c1ccc(Cl)c(Cl)c1)c1ccc(S(=O)(=O)N2CCCCC2)cc1 | 2.3 | 5 | 14 | -10 | 26 | 0.3 | 0.5 | 10 | 2.5 | 6 | 4
O=S(=O)(c1ccc(Cl)cc1)N1CCn2c1nc1ccccc12 | -0.4 | -12 | -8 | · | · | 0.5 | 3.7 | -4 | 2.4 | -1 | -3
COC(=O)c1ncccc1SC | 4.4 | 3 | -9 | -2 | 6 | -0.3 | -0.9 | -11 | 0.7 | 0 | -4
COc1cc(C(C)=O)ccc1Oc1ccc(S(=O)(=O)N2CCOCC2)cn1 | -0.6 | 5 | 7 | -3 | 6 | -0.9 | -2.4 | -1 | 0.9 | -1 | 12
CCc1cc2c(=O)c(-n3cnc4ccccc43)coc2cc1O | 1.7 | 1 | -9 | 0 | -11 | 1.8 | -0.1 | 2 | 2.1 | 1 | -10
COC(=O)c1ccccc1S(=O)(=O)N1CCCC(c2nc3c(nnn3Cc3ccc(C)cc3)c(=O)[nH]2)C1 (stereo not given) | -0.2 | -8 | 0 | 3 | -8 | -4.3 | -1.0 | 9 | 0.1 | 1 | -5
CC1CCN(c2c([N+](=O)[O-])nn(-c3ccc4c(c3)OCCO4)[n+]2[O-])CC1 | 0.1 | 2 | 7 | 2 | -21 | 1.9 | -2.1 | 14 | 2.0 | 6 | -5
COc1cccc(C(=O)N(C)Cc2c(C)nn(C3CCS(=O)(=O)C3)c2C)c1 (stereo not given) | -0.7 | -2 | 35 | 2 | -6 | -1.0 | -0.3 | -4 | -1.5 | -3 | -6
CCC1Nc2ncnc(N3CCOCC3)c2N(Cc2ccc(Cl)cc2)C1=O (stereo not given) | · | -10 | 0 | 6 | -1 | -1.6 | -0.4 | ? | -0.4 | 0 | -5
CCCN(CCC)C(=O)Cn1c(=O)n(CCCC(=O)NCc2ccco2)c(=O)c2sccc21 | 5.1 | -11 | -12 | 2 | -8 | 1.8 | -0.3 | 0 | 2.4 | 2 | 8
Cn1cccc1/C=N/NC(=O)CSc1nc2ccccc2n1C | 0.2 | -3 | -11 | 0 | 9 | -4.7 | -1.1 | -2 | -0.4 | -1 | -5
Cc1nc(N2CCN(S(=O)(=O)c3ccc(Br)cc3)CC2)c2c(C)c(C)sc2n1 | 3.2 | 2 | 7 | 2 | -5 | -0.2 | 0.9 | ? | 0.2 | -9 | 0
CC1CC(C)CN(C(=S)Nc2ccc(SC(F)F)cc2)C1 (stereo not given) | 4.3 | -8 | 30 | 6 | -17 | 3.3 | -4.6 | 13 | 2.8 | -10 | -23
Cc1cccc(S(=O)(=O)Nc2nc3ccccc3nc2NCc2ccc3c(c2)OCO3)c1 | 0.4 | -4 | -6 | 5 | -17 | 2.1 | -0.5 | 1 | -0.2 | -1 | 0
CC(=O)c1c(C)[nH]c(C(=O)NCc2ccccn2)c1C | 2.1 | 4 | -6 | -2 | -10 | -1.5 | -1.1 | -1 | 0.1 | 1 | 0
O=C(c1ccccn1)N1N=C2/C(=C/c3ccccc3)CCCC2C1c1ccccc1 (stereo not given) | 1.8 | -8 | 400* | -4 | 11 | 3.0 | 1.0 | 2 | 1.9 | -1 | -6
CCOC(CNC(=O)c1ccc2c(c1)ncn2-c1ccc(F)c(F)c1)OCC | 4.2 | -10 | -10 | 4 | -10 | -0.4 | 0.5 | -2 | -1.9 | -1 | -2
Cc1ccc2c(c1)C(c1ccc(N3CCOCC3)cc1)=NNC(c1cccs1)=N2 | -0.8 | 1 | 34 | 3 | 4 | -2.0 | -5.4 | 0 | 3.2 | 3 | -6
Cc1cc(OCC(=O)NCCO)ccc1Cl | 2.6 | -3 | -3 | 0 | -11 | -2.0 | -0.3 | -11 | 2.9 | -2 | -9
O=C1N=c2ccccc2=C1c1sc(=S)n(NC(=O)c2cccc(O)c2)c1O | 2.8 | 6 | · | 0 | 15 | · | -5.1 | -1 | · | 3 | -8
O=C(CN1CCOC1=O)N1CCCC(N2CCN(c3cccc(C(F)(F)F)c3)CC2)C1 (stereo not given) | 4.3 | 2 | 4 | 1 | -5 | 0.2 | -1.7 | 4 | 1.2 | 1 | -11
